Bioassay records from PubChem.
MCL1 BIM primary = inhibitors of MCL1 binding to BIM-BH3, primary screen, biochemical, fluorescence polarization; GST-MCL1 / FITC-Bim-BH3 fluorescence polarization; Induced myeloid leukemia cell differentiation protein Mcl-1 (Homo sapiens), Q07820; hit rate 0.68% among 320,000; inhibition, % at 10.9 µM;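 active = inhibition above the mean inhibition of all tested compounds plus 3 SD, set per campaign, cut at about 40% in these data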;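 also: 0% = DMSO wells and 100% = unlabeled Bim-BH3 peptide control; higher means more loss of mP so more displacement of Bim peptide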
pPAFAH inh = pPAFAH enzyme inhibitors, primary screen, biochemical, fluorescence polarization, human | Platelet-activating factor acetylhydrolase (Homo sapiens), Q13093 | recombinant pPAFAH, FP-rhodamine probe fluorescence polarization | inhibition, % at 3.39 µM | hit rate 1.5% among 330,000 | AID 463082, 2010;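 active = inhibition above the mean inhibition across the screen plus 3 SD, cut at about 25% in these data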;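 also: inhibitors block binding of the rhodamine activity-based probe so polarization drops; 0% = enzyme with DMSO and 100% = wells lacking pPAFAH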
Target sequence (Q13093 whole entry, looked up): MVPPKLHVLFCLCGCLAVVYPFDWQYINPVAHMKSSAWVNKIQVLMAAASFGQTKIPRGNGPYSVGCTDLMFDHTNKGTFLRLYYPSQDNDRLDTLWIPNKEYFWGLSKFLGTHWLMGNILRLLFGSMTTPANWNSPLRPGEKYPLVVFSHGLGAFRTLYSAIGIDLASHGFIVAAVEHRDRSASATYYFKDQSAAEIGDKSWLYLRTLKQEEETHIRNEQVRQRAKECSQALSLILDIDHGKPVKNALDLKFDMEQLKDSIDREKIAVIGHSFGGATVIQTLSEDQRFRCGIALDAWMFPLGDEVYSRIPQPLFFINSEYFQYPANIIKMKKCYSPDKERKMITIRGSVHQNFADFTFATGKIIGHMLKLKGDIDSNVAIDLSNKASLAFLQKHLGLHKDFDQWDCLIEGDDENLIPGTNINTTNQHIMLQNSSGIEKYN
PME-1 inh = PME-1 inhibitors via competitive probe labeling, primary screen, biochemical, fluorescence polarization, FP-Rh probe, HTS | recombinant PME-1 | inhibition, % at 5.9 µM | hit rate 0.53% among 320,000 | AID 2130, 2009;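 active = inhibition above the campaign mean of all compounds plus 3 SD, cut at about 26% in these data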;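 also: competitive labeling of PME-1 active site by serine hydrolase directed probe; 0% = PME-1 with DMSO and 100% = wells lacking PME-1 enzyme; inhibitors block probe labeling so polarization falls and inhibition rises; many of its hits are not listed in these tables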
BCLXL inh = inhibitors of human Bcl-xL, primary screen, biochemical, fluorescence polarization, HTS; GST-Bcl-xL / FITC-Bim BH3 peptide fluorescence polarization; hit rate 0.7% among 320,000; AID 2129, 2009; inhibition, % at 10.9 µM;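 active = inhibition above the mean of all tested compounds plus 3 SD, cutoff set per campaign, cut at about 30% in these data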;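 also: 0% = DMSO wells and 100% = unlabeled Bim-BH3 peptide competitor; inhibitors lower millipolarization by displacing the labeled peptide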
Fam108B counter = mouse Fam108B serine hydrolase inhibitors, primary screen, counter-screen for RBBP9 inhibitor project, biochemical, fluorescence polarization | recombinant Fam108B, FP-Rh probe fluorescence polarization | inhibition, % at 9.51 µM | hit rate 0.33% among 300,000 | AID 1947, 2009;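 active = inhibition above the screen mean inhibition plus 3 SD, computed separately per campaign, cut at about 18% in these data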;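 also: inhibitors lower polarization as less probe binds the enzyme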
MEX-5 binding = MEX-5 zinc finger RNA-binding disruptors – biochemical, C. elegans, fluorescence polarization, MLPCN library, primary screen. Zinc finger protein mex-5 (Caenorhabditis elegans), Q9XUB2. MEX-5/FITC-TCR2 RNA binding; stronger effect = lower value. activity score (negative = inhibition of binding), % at 10 µM. hit rate 0.38% among 300,000. AID 1832, 2009;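 active = inhibition past about -25% in most replicates, and total fluorescence under double the plate's negative control median, limit read from the data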;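 also: 0% = DMSO and -100% = 5 µM competing unlabeled TCR2 RNA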
Target sequence (Q9XUB2 whole entry, looked up): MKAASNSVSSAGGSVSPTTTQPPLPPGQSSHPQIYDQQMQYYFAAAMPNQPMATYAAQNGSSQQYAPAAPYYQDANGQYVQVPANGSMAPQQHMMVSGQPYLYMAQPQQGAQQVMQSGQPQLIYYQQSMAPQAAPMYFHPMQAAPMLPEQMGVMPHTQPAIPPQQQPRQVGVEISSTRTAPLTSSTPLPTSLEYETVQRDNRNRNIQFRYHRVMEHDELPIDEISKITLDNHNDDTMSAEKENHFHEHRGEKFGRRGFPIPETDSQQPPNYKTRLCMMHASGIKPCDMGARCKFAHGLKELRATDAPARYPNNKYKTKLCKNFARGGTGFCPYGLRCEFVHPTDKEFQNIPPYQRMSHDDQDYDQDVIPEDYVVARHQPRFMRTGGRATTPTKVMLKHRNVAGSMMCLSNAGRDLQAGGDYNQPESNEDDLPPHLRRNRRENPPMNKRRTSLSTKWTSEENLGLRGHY
PAFAH1B2 FP inh = PAFAH1B2 enzyme inhibitors, primary screen, biochemical, fluorescence polarization, human. Platelet-activating factor acetylhydrolase IB subunit alpha2 (Homo sapiens), P68402. recombinant PAFAH1B2, FP-rhodamine activity probe. inhibition, % at 3.39 µM. hit rate 1.2% among 340,000. AID 492953, 2010;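 active = inhibition above the mean of all tested compounds plus 3 SD, cut at about 24% in these data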;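 also: 0% = enzyme with DMSO and 100% = wells lacking PAFAH1B2; many of its hits are not listed in these tables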
GLD-1 RNA inh = GLD-1/TGE RNA complex disruptors, primary screen, biochemical, fluorescence polarization. Female germline-specific tumor suppressor gld-1 (Caenorhabditis elegans), Q17339. purified GLD-1 + fluorescein TGE RNA. inhibition, % at 5.96 µM. hit rate 0.44% among 320,000. AID 2280, 2010;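 active = percent inhibition above a per-plate cutoff, the plate mean of test compounds plus 3 SD, cut at about 30% in these data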;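 also: 0% = DMSO wells with GLD-1 and probe and 100% = wells lacking GLD-1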
AHR act = AHR activators, primary screen, cell-based, luminescence, luciferase reporter, human. AID 2796, 2010. hit rate 2.5% among 320,000. AHR-responsive luciferase reporter cells. activation, % at 5 µM. Aryl hydrocarbon receptor (Homo sapiens), P35869; in the data active = activation above about 47%;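 also: 0% = vehicle wells and 100% = reference agonist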
Active calls of the source: *; / = not tested or not shown. A portion of the library; rates above refer to the full screens.

SMILES	MCL1 BIM primary	pPAFAH inh	PME-1 inh	BCLXL inh	Fam108B counter	MEX-5 binding	PAFAH1B2 FP inh	GLD-1 RNA inh	AHR act
O=C(NCCCCNC(=O)c1c(Cl)cccc1Cl)c1c(Cl)cccc1Cl	10	0	2	8	-1	5.2	/	0	-2
C[C@H](CO)N1C[C@H](C)[C@@H](CN(C)C)Oc2c(NC(=O)CCC(F)(F)F)cccc2C1=O	/	8	/	/	/	/	3	6	0
Cc1ccc(-n2cccc2/C=C2\C(=N)N3N=C(c4ccco4)SC3=NC2=O)cc1	19	15	11	-6	2	-0.1	32*	-14	-1
O=S(=O)(NCCCCCNS(=O)(=O)c1ccccc1)c1ccccc1	4	10	-1	1	-5	2.5	3	-2	1
O=C(NCC(F)(F)F)Nc1nnc(C(F)(F)F)s1	5	5	-8	0	-7	-1.1	4	8	1
O=S(=O)(c1cccs1)N1CCN(c2ccccc2F)CC1	0	4	-4	3	2	-0.7	4	0	0
Cc1cc(C(=O)CSc2nnc(C3CC3)n2C2CC2)c(C)n1C(C)C	5	-1	-2	-3	/	/	2	0	2
COc1ccccc1NC(=O)NN1CCCCC1	24	5	2	-2	0	2.2	5	-3	0
NC(=O)N/N=C/c1ccc([N+](=O)[O-])o1	-7	5	2	-1	3	/	-1	1	-2
Cc1nnc(SCc2ccc(F)cc2)s1	0	5	-2	3	-2	-1.5	6	3	-1
CCOC(=O)c1ccc(NS(=O)(=O)c2ccc(-c3coc(C)n3)cc2)cc1	10	2	-3	4	1	-1.7	0	6	0
CN(C)c1ccc(NC(=O)Cc2ccccc2)c2ccccc12	4	7	-4	4	2	2.0	-2	7	6
COc1ccc(CCNC(=O)CN2CCN(Cc3ccccc3F)C2=O)cc1OC	-3	3	1	2	3	-1.5	4	3	0
CCOc1ccc(S(=O)(=O)Nc2ccccc2C(=O)N(C)C2CCN(C)CC2)cc1	-8	4	9	5	/	/	7	-3	0
CCn1c(=O)c(C(=O)NCc2ccc(OC)c(OC)c2)c(O)c2ccccc21	-3	2	-6	-4	2	2.4	-2	8	3
CC(=O)c1cccc(NC(=O)NNC(=O)c2ccc(Cl)cc2Cl)c1	4	1	0	5	-3	3.6	4	-1	-1
CCC(c1ccccc1)c1nc(-c2ccccn2)no1 (stereo not given)	4	-1	1	1	0	0.3	27*	6	4
Cc1ccc(CN(C)C(=O)c2cc(Br)c(Br)s2)o1	8	8	8	6	0	-0.8	-3	3	1
CC(C)(C)c1ccc(C(=O)NC2CCS(=O)(=O)C2)cc1 (stereo not given)	4	1	-1	0	0	1.1	8	-2	5
Cc1ccccc1CS(=O)(=O)Cc1ccc(C(=O)NCc2ccccn2)o1	37	16	9	31*	2	-5.7	3	20	-1
CCn1c(SCC(=O)N2CCCc3ccccc32)nnc1-c1ccco1	3	5	0	8	7	-3.0	6	-1	1
CCN(C(=O)CSc1nc2nc(C)cc(C)n2n1)c1cccc(C)c1	10	6	8	0	4	2.5	-4	1	5
COc1ccc(OC)c(S(=O)(=O)N(C)CC(=O)N2CCN(c3ccc(F)cc3)CC2)c1	2	3	3	4	-1	-1.3	8	8	-1
O=c1c2ccccc2nnn1CSc1nnc2sc3ccccc3n12	4	-2	-4	3	-2	-2.3	/	3	37
CC(C)c1ccc(NC2CCCN(C(=O)c3ccsc3)C2)cc1 (stereo not given)	7	1	7	9	5	1.0	1	-4	19
O=S1(=O)CCC(N2CCOCC2)C1 (stereo not given)	2	-3	-1	2	2	0.4	1	5	-1
COC(=O)c1ccc(CSc2nc(-c3ccccc3)cs2)o1	-1	-1	3	4	1	0.0	-1	7	4
CC(NCC(=O)Nc1ccccc1C(=O)NC1CC1)c1cccs1 (stereo not given)	/	-1	/	/	/	/	8	0	0
CCOC(=O)N1CCC(N2C(=O)c3ccc(C(=O)NCCC(C)C)cc3C2=O)CC1	-2	1	0	0	0	0.8	2	-4	1
C/C(=N\NC(=O)CN1CCOCC1)C(C)(C)C	-3	0	-5	0	1	-0.9	-5	-1	2
CCn1nnnc1SCC(=O)NC1CCCC1	0	3	5	0	-1	-2.6	4	-8	1
Cc1ccc(OCC(=O)Nn2cnc3ccccc32)cc1	2	2	-1	2	-4	1.4	3	4	8
Cc1cc(NC(=O)C(C)SCC(=O)OCc2ccc(Cl)cc2Cl)no1 (stereo not given)	0	14	0	-4	/	/	8	1	2
Cn1c(=O)c(C(=O)CN2CCN(S(=O)(=O)c3ccccc3)CC2)c(N)n(Cc2ccccc2)c1=O	-9	-1	1	-6	0	-2.6	1	6	5
O=C(C[n+]1ccc2ccccc2c1)c1ccc(NC(=O)c2ccccc2)cc1	-3	8	-2	-1	0	-2.1	1	-4	6
COc1cccc(C(=O)NCC(=O)N/N=C/c2c(C)[nH]c3ccccc23)c1	1	-3	3	-1	1	-0.1	4	-3	26
COc1cc(-c2nnc(SCC(=O)N3CCOCC3)o2)cc(OC)c1OC	-5	7	-1	1	-3	2.5	-5	-1	0
O=c1[nH]c(CN2CCN(Cc3ccc4c(c3)OCO4)CC2)nc2ccccc12	3	2	6	2	5	0.9	4	-4	25
O=C(c1ccccc1F)N1CCN(Cc2ccc3c(c2)OCO3)CC1	-4	2	4	3	-2	0.7	2	-2	-1
CC(C)CCn1c(Oc2ccc(Cl)cc2)nc2c1c(=O)n(C)c(=O)n2C	6	0	7	0	-3	-1.0	0	-1	0
O=C(CSc1ccc(-c2ccco2)nn1)NCc1ccc(F)cc1	17	7	11	9	1	2.2	1	3	1
Cc1ccc2nc(-c3ccccc3)cc(C(=O)N3CCc4ccccc4C3)c2c1	8	8	-6	8	-3	0.8	-1	8	10
Cc1nc(Nc2ccccc2)sc1C(=O)c1ccc(F)cc1	6	15	1	6	4	-0.4	5	-2	7
Cc1cc(NC(=O)c2cc3ccccc3o2)cc(C)c1OCC(=O)N1CCOCC1	5	-2	-4	6	4	-0.5	-2	14	2
CCCc1cc(=O)[nH]c2nnc(SCC(=O)Nc3nnc(SCC)s3)n12	5	2	-1	1	-4	-1.7	0	4	0
O=C(CCc1nc2ccccc2c(=O)[nH]1)Nc1nnc(SCc2ccccc2)s1	11	3	2	13	-1	-12	2	8	0
O=C(NCc1ccccn1)c1ccc(-c2ccccc2)cc1	2	2	-1	0	-2	-2.2	3	1	5
O=C(Nc1c(C(=O)N2CCOCC2)cnn1-c1ccccc1)c1cccc(F)c1	-2	12	-7	3	6	-0.5	2	4	1
N=C1C(c2nc(-c3ccc(Cl)cc3)cs2)=C(O)CN1NC(=O)c1ccc(O)cc1	-2	17	1	1	1	0.6	7	-5	35
COc1cccc(C(=O)NC2=NCCS2)c1OC	18	0	3	3	3	2.2	-1	5	14

Random excerpt: 2 entries already listed
SMILES	MCL1 BIM primary	pPAFAH inh	PME-1 inh	BCLXL inh	Fam108B counter	MEX-5 binding	PAFAH1B2 FP inh	GLD-1 RNA inh	AHR act
Cc1ccc2nc(-c3ccccc3)cc(C(=O)N3CCc4ccccc4C3)c2c1	8	8	-6	8	-3	0.8	-1	8	10
O=C(NCc1ccccn1)c1ccc(-c2ccccc2)cc1	2	2	-1	0	-2	-2.2	3	1	5

More entries follow:
SMILES	MCL1 BIM primary	pPAFAH inh	PME-1 inh	BCLXL inh	Fam108B counter	MEX-5 binding	PAFAH1B2 FP inh	GLD-1 RNA inh	AHR act
CCOC(=O)c1ccc(NC(=O)N2CCc3ccccc3C2)cc1	0	5	-10	1	-1	-3.0	4	-2	4
CCc1cccc(C)c1NC(=O)c1cc(C)oc1C	3	7	3	5	-3	0.5	0	1	16
CCCCNC(=O)c1sc(=S)n2c1[nH]c(=O)c1ccccc12	9	35*	17	11	27*	-4.5	26*	-1	2
CC(C)OP(=O)(OC(C)C)C(Nc1ccccc1)c1ccc2c(c1)OCO2 (stereo not given)	-5	-2	-1	-3	6	0.0	3	2	0
O=C(/C=C\c1ccccc1)Nc1nccs1	-3	1	-7	-2	-3	-1.3	2	4	111*
Cc1ccc(-c2cc(C(=O)Nc3cc(C)ccc3C)[nH]n2)c(O)c1	19	-3	-5	1	2	0.2	5	-2	-4
Cc1cccn2c(=O)c(/C=C(\C#N)C(N)=O)c(N3CCCCCC3)nc12	-2	7	-6	8	5	1.1	7	-10	1
CCOC(=O)N1CCN(C(=O)CN(c2ccc(Cl)c(C(F)(F)F)c2)S(C)(=O)=O)CC1	5	5	-1	5	1	3.0	-1	3	-2
Cc1sc2nc(C(C)C)nc(SCC(=O)NCc3ccco3)c2c1C	9	4	8	9	4	1.2	4	1	1
CC1CCN(C(=O)C2CCC(C)(C(=O)O)C2(C)C)CC1 (stereo not given)	3	-3	2	6	2	-0.1	-2	-6	-2
C=CCSc1ncc(C(=O)OCC)c(N)n1	9	3	-3	6	-1	-0.4	1	1	0
C/C(=N\NC(=O)c1nnn(-c2nonc2N)c1C(C)C)c1cc(C)sc1C	1	2	0	-3	-4	0.3	6	2	0
CC(C)C(=O)NCc1cc(-c2ccccc2)no1	-1	3	2	7	-3	0.6	1	-4	4
O=C(COC(=O)COc1ccc(Br)cc1)NCc1ccccc1	4	14	3	6	/	/	9	1	0
O=C(Cn1cccc1C(=O)c1ccccc1)NCCc1ccc(Cl)cc1	-1	5	-7	-1	-3	-2.5	7	4	1
O=C(COc1ccccc1)NC(NC(=S)Nc1ccccc1O)C(Cl)(Cl)Cl (stereo not given)	7	6	15	10	3	-0.6	4	4	24
O=C(Cn1nnc(-c2ccc(Cl)cc2)n1)NC1CC2CCC1C2 (stereo not given)	-2	-3	-1	3	-2	1.6	4	-3	-1
Cc1ccc(NC(=S)Nc2ncccc2C)c(C)c1	7	3	4	-2	4	2.8	0	-12	-9
COc1ccc(NC(=O)C(NC(C)=O)C(=O)NCc2ccccc2)cc1 (stereo not given)	2	0	2	5	-3	-2.1	4	6	-3
Cc1ccc2c(CSc3nnc(C4CC4)n3N)cc(=O)oc2c1	2	-1	-4	-6	0	-0.4	-3	0	1
CC(C)OCCCNC(=O)CN1CCN(Cc2ccc(Cl)cc2)C1=O	11	0	-4	2	-1	1.1	4	6	4
CC(C)c1ccc(S(=O)(=O)Nc2ccc(N3CCOCC3)cc2)cc1	-1	7	1	4	0	-2.8	5	4	0
CCCC1c2ccsc2CCN1C(=S)NC (stereo not given)	9	-3	4	-2	3	1.1	6	1	-2
OC[C@@H](O)[C@@H](O)[C@H](O)[C@@H](O)CO	-1	7	3	3	-4	1.6	4	-1	0
O=C(COc1ccc(Cl)c(Cl)c1)NN1C(=O)C2C(C1=O)C1C=CC2C12CC2 (stereo not given)	10	10	4	6	8	0.2	3	5	-1
COc1cccc(NC(=O)CSc2nnc(-c3ccco3)c(-c3ccco3)n2)c1	49*	41*	-7	27	8	-1.5	6	11	3
CCOC(=O)N1CCN(C(=O)Nc2ccc(NC(=O)N3CCN(C(=O)OCC)CC3)cc2)CC1	6	-3	-3	8	2	-2.4	5	1	0
